Compound activity from PubChem BioAssay.
M. tuberculosis HTS: M. tuberculosis growth inhibition, HTS (AID 449762) | 330,000 compounds, 0.59% hits | inhibition, % at 25 µM, or IC50 in µM where a hit was titrated | M. tuberculosis H37Rv growth inhibition, 7H9 media; higher % means a stronger effect; in the data active = a potency from the dose series; inconclusive = inhibition above about 70% without an active follow-up result;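 note: bacterial growth assessed after seven days of incubation; strong numbers were not always called active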
Salmonella PhoP GFP: PhoP regulon inhibitors, Salmonella typhi PhoP promoter GFP reporter, confirmatory (AID 1850). 310,000 compounds, 0.33% hits. inhibition, % at 50 µM, or IC50 in µM where a hit was titrated. Salmonella Typhi PhoP-promoter GFP reporter, fluorescence, 4 h; higher % means a stronger effect; in the data active = a potency from the dose series; inconclusive = inhibition mostly from about 25% at the one dose, without a potency; inactive = the rest, 99 in 100 with inhibition below about 19%;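 note: 0% = induced wells with vehicle and 100% = uninduced wells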
M. tuberculosis: growth inhibition of non-replicating M. tuberculosis (AID 488890); inhibition, % at 25 µM; hits with a dose series show IC50 in µM; Mycobacterium tuberculosis non-replicating, growth inhibition; higher % means a stronger effect; 320,000 compounds, 0.39% hits; in the data active = a potency from the dose series; inconclusive = inhibition mostly from about 82% at the one dose, without a potency; inactive = the rest, 99 in 100 with inhibition below about 76%;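 note: plate controls were DMSO cells for no effect and high antibiotic wells for full effect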
influenza NS1A: H1N1 influenza NS1A inhibitors, functional cell based assay (AID 504329). NS1A functional cell-based assay, percent inhibition; higher % means a stronger effect. inhibition, % at 12.5 µM; hits with a dose series show IC50 in µM. 340,000 compounds, 0.3% hits; in the data active = a potency from the dose series; inconclusive = inhibition above about 27% without an active follow-up result; note: strong numbers were not always called active
inhibitors of VEEV: inhibitors of VEEV TC-83 cytopathic effect, confirmation, Vero cells (AID 588727). Vero cells, VEEV TC-83 cytopathic effect inhibition; higher % means a stronger effect. inhibition, % at 20 µM; hits with a dose series show IC50 in µM. 350,000 compounds, 0.13% hits; in the data active = a potency from the dose series; inconclusive = inhibition mostly from about 14% at the one dose, without a potency; inactive = the rest, 99 in 100 with inhibition below about 12%; note: strong numbers were not always called active
inhibitors of VEEV 10K pilot screen: second read-out of inhibitors of VEEV, no call of its own (marks repeat the call); inhibition, %; measured here: 10K pilot screen inhibition
* = called active by the depositor; i = inactive; ? = inconclusive; . = not tested or not shown.

SMILES	M. tuberculosis HTS	Salmonella PhoP GFP	M. tuberculosis	influenza NS1A	inhibitors of VEEV	others
COc1cc(NC(=O)Cn2cnc3c(nc4n3CCCCC4)c2=O)cc(OC)c1OC	-8.2%	2.9%	0.5%	2.2%	1.4%
O=C1c2oc3ccc(F)cc3c(=O)c2C(c2ccccc2)N1CC1CCCO1 (stereo not given)	-5.1%	-5.0%	0.9%	-45.5%	2.2%	inhibitors of VEEV 10K pilot screen=2.5
Cc1cc(=O)n2[nH]c(CCC(=O)O)nc2n1	8.0%	-4.3%	-1.1%	12.8%	i
Cc1cc(C)cc(NC(=O)C2CCCN2S(=O)(=O)c2ccc3c(c2)n(C)c(=O)c(=O)n3C)c1 (stereo not given)	-7.8%	-15.0%	14.4%	0.2%	0.4%
COc1cc(OC)c(C2C3=C(CCCC3=O)Nc3nc4ccccc4n32)cc1OC (stereo not given)	-1.3%	5.5%	10.2%	-2.0%	1.3%
CCOc1ccc(/C=C(/NC(=O)c2ccc(Cl)cc2)C(=O)O)cc1OCC	-3.3%	2.2%	37.1%	19.7%	3.2%
Cc1ccccc1NC(NC(=O)c1cccnc1)C(Cl)(Cl)Cl (stereo not given)	-3.2%	-2.8%	-2.1%	-5.7%	1.0%
Cc1cc(F)ccc1NC(=O)CCCN(C)S(=O)(=O)c1ccc(F)cc1	1.4%	6.2%	2.1%	6.3%	0.7%
Cc1[nH]c2ccccc2c1C(=O)COC(=O)c1c(-c2ccccc2Cl)noc1C	17.6%	-4.4%	16.3%	3.8%	6.1%
O=C(NCC1COc2ccccc2O1)C1C2C=CC3(CN(Cc4cccs4)C(=O)C13)O2 (stereo not given)	-3.2%	-3.3%	6.9%	8.4%	6.3%

Molecules listed so far that contain a halogen:
SMILES	M. tuberculosis HTS	Salmonella PhoP GFP	M. tuberculosis	influenza NS1A	inhibitors of VEEV	others
O=C1c2oc3ccc(F)cc3c(=O)c2C(c2ccccc2)N1CC1CCCO1 (stereo not given)	-5.1%	-5.0%	0.9%	-45.5%	2.2%	inhibitors of VEEV 10K pilot screen=2.5
CCOc1ccc(/C=C(/NC(=O)c2ccc(Cl)cc2)C(=O)O)cc1OCC	-3.3%	2.2%	37.1%	19.7%	3.2%
Cc1ccccc1NC(NC(=O)c1cccnc1)C(Cl)(Cl)Cl (stereo not given)	-3.2%	-2.8%	-2.1%	-5.7%	1.0%
Cc1cc(F)ccc1NC(=O)CCCN(C)S(=O)(=O)c1ccc(F)cc1	1.4%	6.2%	2.1%	6.3%	0.7%
Cc1[nH]c2ccccc2c1C(=O)COC(=O)c1c(-c2ccccc2Cl)noc1C	17.6%	-4.4%	16.3%	3.8%	6.1%

Going on with the list:
SMILES	M. tuberculosis HTS	Salmonella PhoP GFP	M. tuberculosis	influenza NS1A	inhibitors of VEEV	others
COc1cc(S(=O)(=O)N2CCOCC2)cc(C(=O)OCC(=O)NCc2ccco2)c1OC	1.3%	.	2.1%	-1.5%	1.4%
CNC(=S)Nc1cccc(Cl)c1C	-3.2%	10.9%	-13.8%	-4.4%	0.6%
COc1cccc(/C=N/Nc2ccc(S(=O)(=O)Nc3ccccc3C(=O)O)cc2[N+](=O)[O-])c1O	.	.	.	1.8%	2.5%
O=C(/C=C/c1ccccn1)c1cc(Cl)cc(Cl)c1O	8.4%	7.2%	79.6%	-0.2%	1.6%
COc1cc(OC)c(N(C)S(=O)(=O)c2cccc(C(=O)Nc3nccs3)c2)cc1Cl	-4.5%	.	35.8%	-2.6%	12.9%
CCOC(=O)c1cc(-c2ccccc2)sc1NC(=O)CN1C(=O)NC(CC)(c2ccccc2)C1=O (stereo not given)	-11.3%	3.5%	7.3%	5.0%	i
CCOC(=O)c1[nH]c(C)c(C(=O)NCc2ccc(OC)cc2)c1C	-4.0%	-13.1%	-1.6%	2.5%	0.4%
O=C(NNS(=O)(=O)c1ccccc1F)c1ccccc1-n1cccc1	-10.1%	-4.6%	-9.2%	-2.8%	2.8%
O=S(=O)(N/N=C/c1c(F)cccc1Cl)c1ccccc1	-1.4%	-0.5%	0.2%	-15.9%	0.9%
Cc1ccc(S(=O)(=O)CCC(=O)OCC(=O)N(C)CC(=O)Nc2ccc(F)cc2)cc1	-2.5%	-3.0%	16.9%	-5.3%	0.6%
O=C(c1ccc(-n2cccc2)cc1)N1CCCCC1	-7.1%	8.0%	-8.0%	-2.3%	0.5%
O=[N+]([O-])c1cccc(N/N=C/c2cccc3ccccc23)c1	?	-4.1%	49.5%	-8.6%	2.3%
O=C(NCCCn1ccnc1)c1ccc(COc2ccccc2)o1	-1.6%	8.7%	19.0%	-1.8%	i
CC(Oc1cccc(Cl)c1)C(=O)N1CCN(c2ncccn2)CC1 (stereo not given)	-5.2%	.	-0.5%	-13.2%	5.3%
Cc1ccc(CNC(=O)CCNS(=O)(=O)c2ccc(C)cc2)cc1	-3.4%	0.1%	-15.7%	5.1%	0.5%
CC(C)c1ccc(NC(=O)CCC(=O)NCc2ccco2)cc1	69.6%	9.6%	15.4%	1.6%	1.0%
CCNC(=S)N/N=C/c1c(Cl)cccc1Cl	7.8%	-10.5%	?	0.1%	2.2%
CCC1CN(C(=O)N2CCC(C(=O)NCCc3ccccc3OC)CC2)c2ccccc2O1 (stereo not given)	2.4%	2.8%	22.7%	1.0%	3.4%
O=C(COc1ccccc1)Nc1ccc(N2CCN(C(=O)c3cccs3)CC2)cc1	1.8%	13.4%	63.5%	-7.1%	1.6%
COc1ccc(NC(=O)CN(C)CC(=O)Nc2ccc(Cl)c(S(=O)(=O)N(C)C)c2)cc1	-5.2%	-9.7%	23.1%	0.4%	3.4%
CCCN1CCN(CC(=O)Nc2nncs2)CC1	16.9%	3.7%	8.7%	-8.7%	0.4%
COC(=O)C1=C(c2cc3ccccc3s2)C[C@@H]2CC[C@H]1N2C(=O)N1CCCCC1	2.1%	-5.2%	5.9%	0.8%	1.1%
CCOC(=O)c1sc2ncn(C(C)C(=O)OCC)c(=O)c2c1C (stereo not given)	58.7%	-3.4%	-3.9%	-17.4%	1.7%
COC(=O)c1cc(NC(=O)CSc2nncn2C)cc(C(=O)OC)c1	-9.5%	-0.2%	-2.1%	-4.9%	2.3%
COc1ccc(C)cc1NC(=O)Cn1cnnn1	-2.8%	-10.8%	-3.4%	2.0%	1.5%
CC(NCc1ccc(-c2ccccc2)cc1)C(O)c1ccccc1 (stereo not given)	?	63.6µM*	?	0.0%	i
CCOc1ccc(N(CC(=O)NC2CCCCC2)S(=O)(=O)c2ccccc2)cc1	-4.4%	12.6%	-13.5%	0.3%	0.7%
CC(C)=CCCC1(C)C=Cc2c(c(C)cc3c2[nH]c2cc(O)ccc23)O1 (stereo not given)	-6.9%	-0.7%	-3.0%	-2.6%	i
C/C(N)=C(/C#N)C(=O)COC(=O)CNC(=O)c1ccc(Cl)cc1Cl	9.2%	-17.2%	18.7%	-17.5%	2.9%
O=C(NCc1cccs1)c1noc2c1CCCC2	1.4%	3.4%	6.6%	1.4%	2.1%
COCCn1ccc2c(OCC(=O)Nc3cc(OC)ccc3OC)cccc2c1=O	30.1%	-3.4%	11.1%	1.0%	6.6%
COC(=O)CSc1nnc(CNc2ccc(Cl)cc2)n1-c1ccccc1	12.7µM*	0.6%	?	6.4%	3.3%
CC(C)(C)[C@H]1COC(=O)CC/C=C\C[C@H](CC(=O)N(CCO)Cc2ccccc2)C(=O)N1	1.5%	.	-2.0%	3.2%	0.2%
Cc1noc(C)c1NC(=O)N(C)C[C@H]1Oc2ccc(NC(=O)C3CC3)cc2C(=O)N([C@H](C)CO)C[C@@H]1C	-0.7%	.	6.2%	3.3%	0.3%
CCCCC1=CC2=CC(=O)C(C)(OC(=O)CCC(=O)OC)C(=O)C2=CO1 (stereo not given)	-2.7%	2.6%	4.0%	.	.
COc1ccc(NC(=O)/C=C/c2ccc(S(=O)(=O)N3CCOCC3)cc2)cc1	-3.2%	.	-7.2%	-6.8%	1.6%
Cc1ccc(C)c2nc(SCC(=O)N3CCCc4ccccc43)c(C#N)cc12	0.8%	-1.9%	-5.3%	-3.1%	3.7%
Cc1ccc(C)c(C(=O)COC(=O)c2nn(C)c(=O)c3ccccc23)c1	1.1%	.	-5.2%	-7.2%	3.1%
O=C(N/N=C1\CC2CC=CC12)c1ccc(O)cc1 (stereo not given)	18.2%	3.8%	66.3%	-5.1%	0.2%
CCSc1ncc(/C=N/Nc2ccccc2)n1C	89.3µM*	-3.9%	.	6.6%	3.1%

Some of these compounds in order of count of non-hydrogen atoms, high to low.
SMILES	M. tuberculosis HTS	Salmonella PhoP GFP	M. tuberculosis	influenza NS1A	inhibitors of VEEV	others
COc1cccc(/C=N/Nc2ccc(S(=O)(=O)Nc3ccccc3C(=O)O)cc2[N+](=O)[O-])c1O	.	.	.	1.8%	2.5%
Cc1cc(F)ccc1NC(=O)CCCN(C)S(=O)(=O)c1ccc(F)cc1	1.4%	6.2%	2.1%	6.3%	0.7%
O=[N+]([O-])c1cccc(N/N=C/c2cccc3ccccc23)c1	?	-4.1%	49.5%	-8.6%	2.3%

Additional results follow:
SMILES	M. tuberculosis HTS	Salmonella PhoP GFP	M. tuberculosis	influenza NS1A	inhibitors of VEEV	others
C=CCN(CC=C)C(=S)Nc1ccc(OC)c(OC)c1	3.0%	-23.9%	5.8%	0.5%	1.4%
COc1ccc(C(=O)CC(=O)C(=O)Nc2ccc(C)c(C)c2)cc1	0.8%	-3.0%	59.8%	-12.5%	4.4%
COCc1c(C(=O)OCc2nc(N)nc(Nc3ccccc3C)n2)oc2ccccc12	4.2%	-7.0%	34.4%	11.6%	10.9%
O=C(COc1ccccc1F)NC1CC1	0.1%	-9.4%	3.0%	-6.7%	0.6%
COC(=O)[C@H](C)NC(=O)COc1ccccc1	7.7%	0.5%	3.5%	1.4%	i
Cn1c(N)c(C(=O)COC(=O)Cc2ccc(Cl)cc2Cl)c(=O)n(C)c1=O	.	.	.	-15.6%	7.8%
CC1CCCC(NC(=O)COC(=O)CCC(=O)c2ccc(F)cc2)C1C (stereo not given)	9.1%	.	3.5%	4.3%	3.8%
COc1ccc(C(CNC(=O)Nc2ccc(Cl)cc2)N2CCN(C)CC2)cc1 (stereo not given)	6.3%	6.0%	5.1%	9.0%	i
Clc1ccc2nncn2n1	1.7%	-5.8%	.	-1.3%	0.7%
Cn1cnc(S(=O)(=O)N2CCN(C(c3ccc(F)cc3)c3ccc(F)cc3)CC2)c1	5.1%	7.8%	14.8%	-2.9%	0.2%
COc1ccc(CCN(Cc2ccccn2)C(=S)Nc2cccc(SC)c2)cc1OC	3.2%	-30.7%	41.6%	-4.0%	0.1%
O=c1c2[nH]c3cccc(Cl)c3c2ncn1CC1CCCO1 (stereo not given)	1.2%	-8.8%	-1.1%	-6.7%	5.3%
C#CCOCCOCCOCCNc1nc(N2CCN(C(=O)C(Cc3ccc(O)cc3)n3cc(C(N)CC(C)C)nn3)CC2)nc(N2CCN(C(=O)C(Cc3cc4ccccc4[nH]3)n3cc(C(N)C(C)CC)nn3)CC2)n1 (stereo not given)	?	18.1%	71.8%	.	.
CCS(=O)(=O)c1ccc(-c2csc(-c3ccccc3)n2)c(Cl)c1Cl	12.5%	7.3%	21.5%	2.8%	2.0%
Cn1c(N)c(C(=O)CSc2nnc(C3CC3)n2Cc2ccccc2)c(=O)n(C)c1=O	-2.8%	.	.	-3.5%	0.3%
CCOC(=O)C1=C(N)OC2=C(C(=O)CCC2)C1c1ccccc1OC (stereo not given)	2.3%	2.1%	1.3%	-5.3%	i
COc1cc(Cl)ccc1OCc1cc(C(=O)N2CCCCCCC2)no1	-1.2%	-27.8%	26.7%	1.3%	3.1%
Cc1cc(C)n(CC(O)Cn2c3ccccc3c3ccccc32)c(=O)n1 (stereo not given)	-0.2%	7.0%	27.5%	-2.5%	i
